High-throughput results: PubChem, National Center for Advancing Translational Sciences (NCATS)
PTAP TSG101 blk – blocks PTAP/TSG101 interaction to inhibit HIV-1 budding; AID 493005; Potency, µM (top dose mostly 115 µM), without a hit: top-dose activity change, negative = inhibition, usual class: inhibitors; Fluorescence polarization, FITC-PTAP peptide / Tsg101 binding; 340,000 tested, under 10 active; Q99816; active = well fitted inhibition curve with a large enough effect in the main read-out, with a control signal flat, not every such curve was filed as active; inconclusive = small, poorly fitted or top-dose-only effect, or effect the other way, or a change in a side signal; inactive = no such curve, though single readings can be large or run the other way; also: potency is read from the fitted curve at half-maximal effect; % of control where 0% means no effect
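Fluorescence anisotropy tracks displacement of a FITC-tagged PTAP peptide (50 nM) from the Tsg101 binding domain (10 uM), following a 20 min room-temperature incubation at pH 7.5.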
p53 reactivator – restores transcriptional activity of mutant p53. AID 504706. Potency, µM (doses to about 92.2 µM), inactives show at the top dose activity change, positive = activation, hits mostly activators. H1299 p53-A138V BP100-luciferase reporter, luminescence, 24 h. 0.063% of 320,000 active; also: potency is read from the fitted curve at half-maximal effect; % of control where 0% means no effect; nearly all actives have a fitted effect of over 45% in size
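H1299 (p53-null), stable ts p53-A138V + BP100-Luc; 1000 cells/well, Opti-MEM/10% FBS; cpd 4 pt, 1:5; 24 h, 37 deg C, 5% CO2; detection reagent 10 min RT; luminescence.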
uPA surface inh – inhibitors of cell surface uPA generation; cell surface uPA generation assay, qHTS; Potency, µM (top dose mostly 38.3 µM), for inactives: at the top dose activity change, negative = inhibition, hits mostly inhibitors; 0.31% of 330,000 active; active = well fitted inhibition curve with a large enough effect; inconclusive = small, poorly fitted or top-dose-only effect; inactive = no such curve, though single readings can be large or run the other way; tested in mouse RAW 264.7 cells; also: potency is read from the fitted curve at half-maximal effect; % is scaled to controls: 0 for no effect and ±100 for the full control effect; nearly all actives have a fitted effect of over 55% in size
B2AR arrestin – agonists driving beta-arrestin recruitment to human beta2-adrenergic receptor | 0.02% of 330,000 active | beta-arrestin recruitment to beta2AR, cell-based reporter | P07550 | Potency, µM (doses to about 46.1 µM), for inactives: top-dose activation, hits mostly activators | AID 492947;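 also: potency is read from the fitted curve at half-maximal effect; 0% = DMSO controls and full agonism = EC100 isoproterenol or metaproterenol; nearly all actives have a fitted effect of over 65% in size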
TRPV1 agonist – activates the human vanilloid receptor TRPV1 | TRPV1-expressing cells, Fluo-8 calcium influx, agonist mode | activation, % at 8.33 µM | 0.19% of 320,000 active | AID 540275; in the data active = activation above about 80%; inconclusive = between about 30% and that limit; also: 0% is about no effect
Target sequence (Q8NER1 whole entry, looked up): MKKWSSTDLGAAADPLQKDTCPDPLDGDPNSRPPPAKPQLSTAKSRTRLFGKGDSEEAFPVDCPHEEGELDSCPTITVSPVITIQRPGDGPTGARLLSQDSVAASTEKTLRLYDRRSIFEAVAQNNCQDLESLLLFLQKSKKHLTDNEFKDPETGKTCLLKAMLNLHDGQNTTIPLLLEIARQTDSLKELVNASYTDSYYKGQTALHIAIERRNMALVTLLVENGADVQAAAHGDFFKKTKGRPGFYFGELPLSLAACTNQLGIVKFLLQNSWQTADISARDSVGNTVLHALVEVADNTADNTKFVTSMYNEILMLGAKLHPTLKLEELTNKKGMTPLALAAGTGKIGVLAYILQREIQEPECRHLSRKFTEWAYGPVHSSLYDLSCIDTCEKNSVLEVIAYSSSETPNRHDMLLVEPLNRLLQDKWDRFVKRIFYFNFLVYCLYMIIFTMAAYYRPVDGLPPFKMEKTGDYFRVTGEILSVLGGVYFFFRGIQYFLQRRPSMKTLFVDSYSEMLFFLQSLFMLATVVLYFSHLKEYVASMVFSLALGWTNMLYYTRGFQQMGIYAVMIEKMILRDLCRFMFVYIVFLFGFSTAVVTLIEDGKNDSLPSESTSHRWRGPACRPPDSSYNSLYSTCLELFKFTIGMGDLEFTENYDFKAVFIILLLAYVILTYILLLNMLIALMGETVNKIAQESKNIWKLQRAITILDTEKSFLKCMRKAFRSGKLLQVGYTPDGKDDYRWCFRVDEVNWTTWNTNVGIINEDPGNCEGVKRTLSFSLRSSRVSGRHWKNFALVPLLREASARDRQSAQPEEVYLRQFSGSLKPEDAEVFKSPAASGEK
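Cells expressing TRPV1 were dye-loaded with Fluo-8 and read kinetically: 10 s baseline, 3 min after compound (agonist portion), then 2 min after EC20 capsaicin (allosteric enhancer portion). Calcium-bound dye fluorescence at 480/520 nm.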
ELG1 genotox – inducers of genotoxicity in HEK293T ELG1-luciferase cells; HEK293T ELG1-luciferase reporter, luminescence, 16 h; Potency, µM (highest dose often 46 µM), inactives show top-dose activity change, positive = activation, hits mostly activators; 1.3% of 330,000 active; AID 504466; also: potency is read from the fitted curve at half-maximal effect; % of control where 0% means no effect; nearly all actives have a fitted effect of over 60% in size
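Cells (2,000/well) expressing the ELG1-luciferase fusion are dosed by pin tool and kept 16 hr at 37 °C, 5% CO2. Signal comes from ONE-Glo luciferase reagent after 30 min at room temperature.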
a7 integrin act – activators of alpha7 integrin expression for muscular dystrophy; 0.064% of 350,000 active; AID 624291; Potency, µM (highest dose often 38.3 µM), without a hit: top-dose activation, hits mostly activators; alpha7betagal myoblasts, beta-gal FDG fluorescence, 48 h;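 also: potency is read from the fitted curve at half-maximal effect; 100% = response of the positive control SU9516; nearly all actives have a fitted effect of over 60% in size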
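Alpha7betagal+/- myoblasts (passage 13) were plated 16-24 hr, then exposed to compounds (1:260 dilution of DMSO stock) for 48 hours at 37C. After MPER lysis, β-galactosidase reporter activity was read as FDG fluorescence (ex 480/em 540) after 30 minutes.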
BRCA1 expr up – increases BRCA1 expression | MCF7-BRCA1-FFLuc reporter, luminescence, 48 h; response scale: scaled: vehicle 0%, 10 µM genistein 100% | 1.1% of 380,000 active | AID 624202 | Potency, µM (series often up to 46.1 µM), for the others: at the top dose activation, hits mostly activators; also: potency is read from the fitted curve at half-maximal effect; nearly all actives have a fitted effect of over 80% in size; some results filed as inactive show a strong effect at the top dose
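First, MCF7-BRCA1-FFLuc cells (2000/well) attach for 2 h; next, compounds are pin-added and incubated 48 h at 37 °C; finally, luciferase reagent is added and luminescence read after 15 min.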
Eya2 phos inh – blocks the phosphatase activity of human Eya2. Potency, µM (doses to about 76.9 µM), for inactives: top-dose activity, negative = inhibition, actives largely listed as inhibitors. 0.006% of 330,000 active. O00167. recombinant Eya2, OMFP fluorescence dephosphorylation (OMFP is methylfluorescein phosphate); also: potency is read from the fitted curve at half-maximal effect; % is scaled to controls: 0 for no effect and ±100 for the full control effect
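Eya2 (0.2 uM) preincubated 10 min at ambient with compound, then OMFP substrate added at 50 uM; 10 min reaction in 50 mM HEPES pH 7.5, 50 mM NaCl, 5 uM MgCl2, 0.05% BSA, 1 mM DTT. Fluorescence read at Ex 485/Em 525 nm.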
ASM inhibitor – human S-ASM enzyme inhibition | 0.006% of 340,000 active | P17405 | Potency, µM (titrated, usually from 57.5 µM), inactives show at the top dose activity change, negative = inhibition, most hits filed as inhibitors | AID 504937 | placental ASM, HMU-PC fluorogenic substrate, 60 min; also: potency is read from the fitted curve at half-maximal effect
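Human placenta-derived ASM preincubated with compound 10 min at room temperature, then reacted with 9 uM (final) fluorogenic HMU-PC substrate for 60 min at 37 C. Stop solution raises pH to 10; fluorescence read at Ex 386/Em 447 nm.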
USP2a inh – blocks human ubiquitin-specific protease USP2a; USP2 core, Ub-CHOP2 coupled fluorogenic reporter, 485/531; O75604; 0.01% of 330,000 active; Potency, µM (series often up to 38.3 µM), inactives show top-dose activity change, negative = inhibition, hits mostly inhibitors;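 also: potency is read from the fitted curve at half-maximal effect; plate controls were DMSO wells for no effect and full inhibition by NEM control for full effect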
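USP2 core (10nM final) preincubated 30min RT with compound in 20mM Tris-HCl pH 8.0, 2mM CaCl2, 2mM beta-mercaptoethanol, 0.05% CHAPS; 25nM Ub-CHOP2 plus 25nM reporter substrate added, fluorescence (Ex485/Em531) read after 60min.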
* marks the source's active call; other numbers are inactive results; ? = inconclusive; nt = no result given; [ ] = remark or other dose. Unless noted, calls follow the shape of the dose curve; as a rule, active = well fitted curve in the direction sought with a large enough effect; inconclusive = small, poorly fitted or top-dose-only effect, or another doubt; inactive = no such curve, though single readings can be large; an effect the other way counts as inactive or inconclusive.

The line under a structure holds: PTAP TSG101 blk | p53 reactivator | uPA surface inh | B2AR arrestin | TRPV1 agonist | ELG1 genotox | a7 integrin act | BRCA1 expr up | Eya2 phos inh | ASM inhibitor | USP2a inh
- CC(C)C(NS(=O)(=O)c1ccc2c(c1)C(C)(C)C(=O)N2C)C(=O)NCc1ccccc1Cl (stereo not drawn)
 : -4% | 11% | -22% | 0.4% | 2 | 1% | -26% | 0% | 7% | -1% | 1%
- O=C(CSc1nn(-c2ccccc2)c(=S)s1)Nn1cnnc1
 : -6% | 1% | -3% | 0.4% | 2 | 0% | -4% | 2% | -4% | -2% | 2%
- c1ccc(NCCc2ccccn2)cc1
 : -5% | nt | -5% | nt | nt | nt | 15% | ? | nt | 4% | nt
- COc1ccc(NC(=O)CCS(=O)(=O)c2ccc3c(c2)oc(=O)n3C)cc1
 : -1% | 2% | 9% | 0.0% | -1 | 0% | 28% | 0% | -13% | -2% | -4%
- O=[N+]([O-])/C=C1\C=CC=CN1Cc1ccc(Cl)cc1
 : 0% | -3% | 2% | -1.0% | -3 | -1% | 6% | -27% | 0% | -7% | 3%
- CC(=O)Nc1ccc2nc(C3CCCCC3)[nH]c2c1
 : -6% | 3% | 0% | -0.4% | -3 | 6% | 13% | 9% | 10% | 1% | 0%
- COc1ccc(C(=O)Nc2c(N)nc(SCC(=O)NCC3CCCO3)[nH]c2=O)cc1OC (stereo not drawn)
 : 0% | -4% | 3% | 0.5% | 1 | 0% | 0% | -10% | -1% | 0% | 5%
- CCC(COC(=O)Nc1cccc(C)c1)NC(=O)OCC(C)C (stereo not drawn)
 : -3% | ? | 0% | 2.5% | -1 | 1% | -10% | 11% | -6% | -3% | 2%
- CCOC(=O)c1c(NS(=O)(=O)c2ccc(Br)cc2)sc2c1CCC2
 : 0% | nt | 1% | nt | nt | nt | 1% | -78% | nt | 1% | nt
- Cc1nn(Cc2ccccc2)c(C)c1NC(=O)c1cc(-c2cccs2)on1
 : nt | -11% | -5% | -0.6% | 0 | -5% | -18% | -50% | 6% | -1% | -1%
- CCCCn1c(Cc2ccccc2)nnc1SCC(=O)N1CCOCC1
 : 2% | -1% | -1% | 3.6% | 2 | -4% | -8% | 11% | 5% | -1% | -5%
- CCOc1ccc(S(=O)(=O)Nc2ccc(C(=O)NNC(=O)c3ccncc3)cc2)cc1
 : -10% | -4% | 4% | -0.3% | 1 | 7% | 2% | 29% | 1% | 0% | 1%
- CCc1nnc(NC(=O)c2cc3c(s2)CCCCC3)s1
 : 1% | nt | 1% | nt | nt | nt | 19% | ? | nt | 3% | nt
- Cc1nc(CN(C)C(=O)CC2C(=O)NCCN2Cc2ccc(F)cc2)cs1 (stereo not drawn)
 : -2% | 8% | 8% | -0.2% | 2 | 0% | 6% | 2% | -7% | 39%[activator] | 1%
- O=C(c1ccc(CS(=O)Cc2ccccc2Cl)o1)N1CCN(C2CCCCC2)CC1 (stereo not drawn)
 : 0% | -8% | 4% | -0.7% | -2 | -1% | 13% | -17% | -5% | 1% | -1%
- C=C[C@H](CC(C)C)N(Cc1ccccc1)S(=O)(=O)N(Cc1ccc(OC)cc1)[C@H](C=C)CC(C)C
 : -5% | 12% | 7% | 0.4% | 0 | -1% | 26% | -9% | 2% | 1% | 0%
- Cc1ccccc1C[n+]1cccc2ccccc21
 : -3% | -1% | -11% | 0.2% | -3 | -6% | 0% | -8% | 4% | 1% | 1%
- CC(Oc1ccccc1F)c1ccnc2nc(/N=C/N(C)C)nn12 (stereo not drawn)
 : -3% | 2% | -8% | 0.2% | -1 | 9% | 2% | -6% | 6% | 14% | 2%
- O=S(=O)(NCc1nc2ccccc2[nH]1)c1ccccc1
 : -5% | -3% | 9% | -2.1% | -1 | 9% | 38% | 11% | 5% | 4% | 1%
- Cc1ccc(S(=O)(=O)N(C)CC(=O)NNC(=O)CCC(=O)c2ccc(F)cc2)cc1
 : 2% | 1% | 3% | 0.3% | nt | 1% | 10% | -7% | 2% | 2% | 1%
- O=S(=O)(c1ccccc1)N(F)S(=O)(=O)c1ccccc1
 : -8% | 2% | -7% | 0.4% | 0 | -3% | -23% | -37% | -3% | 0% | -1%
- O=C(CSc1nnc(-c2ccncc2)o1)NC1C2CC3CC(C2)CC1C3 (stereo not drawn)
 : -1% | -2% | -1% | -0.5% | 0 | -2% | -12% | -23% | -2% | -3% | 3%
- CC(C)=CCC/C(C)=C/CNC(=O)C[C@H]1C[C@H](C(=O)N2CCCCC2)[C@@]2(C)c3[nH]c4cc(CCC(=O)N(C)C)ccc4c3CCN2C1=O
 : -8% | -1% | ? | 0.1% | nt | -10% | 0% | 0% | -7% | -7% | 4%
- CCOc1ccccc1N(CC)C(=O)Cn1ncc2c(=O)oc3ccccc3c21
 : -5% | -9% | -11% | -0.3% | 0 | 9% | 9% | -12% | -5% | 3% | -1%
- CCC(C(=O)OCC(=O)c1c(N)n(CC(C)C)c(=O)n(C)c1=O)c1ccccc1 (stereo not drawn)
 : -2% | 0% | -1% | 0.8% | -5 | -8% | -47%[inhibitor] | -43% | -32% | 6% | -2%
- CCOC(=O)c1cccc(NC(=O)c2ccc3c(c2)OCO3)c1
 : -1% | -6% | -3% | -1.0% | ? | ? | -22% | 41% | 8% | -2% | 3%
- CC(C)CCNC(=O)c1cccc(C(=O)NCCC(C)C)c1
 : -4% | -2% | -4% | -0.2% | 5 | 2% | 2% | -18% | 12% | 0% | 2%
- CC1Cc2cc(/C(O)=C3/C(=O)C(=O)N(CCN4CCOCC4)C3c3ccc(C(C)C)cc3)ccc2O1 (stereo not drawn)
 : -1% | -1% | 0% | -0.2% | 2 | -2% | 22% | 0% | 15% | 3% | 1%
- CCOc1ccccc1N1CCN(C(=O)c2csc(C)c2CC)CC1
 : -5% | -1% | -1% | 0.5% | 20 | -11% | -9% | -36% | -4% | -1% | 2%
- CNc1nc(SC)n(C)c(=O)c1N=O
 : nt | ? | nt | -0.5% | -2 | 15% | nt | nt | ? | nt | 8%

The line under a structure holds: PTAP TSG101 blk | p53 reactivator | uPA surface inh | B2AR arrestin | TRPV1 agonist | ELG1 genotox | a7 integrin act | BRCA1 expr up | Eya2 phos inh | ASM inhibitor | USP2a inh
- COc1ccc(/C=N/NC(=S)Nc2ccccc2)cc1COc1ccc(F)cc1
 : -3% | 18% | 1% | 2.9% | 0 | ? | 0% | -5% | -9% | 1% | -6%
- O=S(=O)(NCc1ccccn1)c1cccc2nsnc12
 : -5% | 4% | -4% | -0.4% | -1 | -1% | 11% | 15% | 9% | 0% | 1%
- COc1ccc(O)c(C2=Nc3ccccc3N=C(c3ccco3)C2)c1
 : -1% | 3% | 1% | -0.4% | -1 | 2% | 9% | -22% | -1% | -2% | 0%
- O=C(CN1C(=O)COc2ccccc21)NC1CCCC1
 : 0% | 3% | -1% | -0.1% | 0 | 0% | -25% | 24% | 6% | 2% | 2%
- CC(=O)N1c2c(ccc3ccccc23)C(C)CC12CCCCC2 (stereo not drawn)
 : 0% | 13% | 5% | -0.1% | 14 | -9% | -24% | -10% | -14% | -6% | -2%
- CC1(C)CC[C@]2(C(=O)O)CC[C@]3(C)C(=CCC4[C@@]5(C)CC[C@H](O)C(C)(C)C5[C@H](O)C[C@]43C)[C@@H]2C1 (stereo partly drawn)
 : -3% | nt | 12% | nt | nt | nt | -6% | -15% | nt | -17% | nt
- CC(=O)c1c[nH]c(C(=O)NCc2ccccc2Cl)c1
 : -4% | -4% | 10% | 0.1% | 2 | -6% | 17% | -8% | 3% | -2% | 2%
- COc1cc(C2C(C#N)=C(N)Oc3cc4c(cc32)OCO4)cc(OC)c1OC (stereo not drawn)
 : 0% | -4% | -13% | -0.1% | 3 | ? | -33% | -76% | -7% | 13% | 0%
- COc1ccc(C2C(C#N)=C(N)Oc3n[nH]c(C)c32)cc1Cn1cc([N+](=O)[O-])cn1 (stereo not drawn)
 : -1% | 0% | -1% | -0.3% | -2 | 0% | -15% | 1% | 13% | 3% | 1%
- COc1c(S(=O)(=O)Nc2cccnc2)ccc(Cl)c1Cl
 : -5% | -1% | -3% | -0.7% | -6 | 0% | 1% | -10% | 5% | 4% | 2%
- CCc1c(C)nc2ncnn2c1Nc1ccc(C)cc1
 : -1% | -61%[inhibitor] | 2% | 3.4% | 0 | -11% | 26% | -11% | -14% | 3% | 3%
- Cc1ccc(N2C(=O)c3cccc4c(C(=O)O)ccc(c34)C2=O)cc1
 : nt | 2% | nt | -1.4% | 2 | 7% | nt | nt | 2% | nt | 1%
- N#CC1=C(SCC(=O)NCc2ccccc2)NC(=O)CC1c1ccco1 (stereo not drawn)
 : 0% | 2% | 1% | 0.2% | 2 | 0% | 16% | -2% | -9% | -2% | 0%
